Assay outcomes deposited in PubChem by several laboratories.
RGS4 act: RGS4 potentiation or activation | HEK293 M3R/inducible RGS4, carbachol calcium flux Fluo4; active compounds read low | B-score at 10 µM | hit rate 0.92% among 310,000 | AID 463111;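 active means B-score of the integrated calcium signal more than 4 SD below the library mean, with starting fluorescence not abnormally high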;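 further: negative B-score means reduced calcium response which marks RGS4 activation or potentiation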
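Test system: HEK293 cells with stable M3R and inducible RGS4; also added: carbachol at ECmax as muscarinic agonist stimulus; schedule: dye loading 30 min 37 °C, buffer rest 30 min RT; technique: kinetic calcium fluorescence imaging with Fluo4-AM dye, 2 µM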
HDAC3 inhib: human HDAC3 inhibition; O15379; recombinant HDAC3, fluorogenic peptide/trypsin coupled, fluorescence; inhibition, % at 8.3 µM; hit rate 0.15% among 320,000; AID 2718; in the data active means inhibition above about 26%, passing the limit was not always enough; inconclusive means no clear call, values can overlap the other calls
KCNK9 inh: human KCNK9 channel inhibition; Q9NPC2; HEK293 KCNK9, FluxOR thallium flux fluorescence; active compounds read low; B-score at 10 µM; hit rate 1.2% among 310,000; AID 488922;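 active means ratio B-score over 3 SD below the library mean, with starting fluorescence within 5 SD of its mean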;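 further: negative B-score means less thallium flux so channel inhibition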
PolyA inh: inhibitors of polyadenylation in S. cerevisiae; calls only at 12 µM; hit rate 0.02% among 300,000; S. cerevisiae SKY197-pL101 polyadenylation reporter, beta-gal luminescence; efflux-impaired pdr1/pdr3 knockout yeast; score 100 = 6 SD above DMSO;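 active means lowest replicate activity score at least 50, where 100 means six control SD above control mean; inconclusive means lowest score under 50 but half or more replicates reach 50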;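 further: yeast exposed to compound for 9 h at 30 °C; higher score means more reporter readthrough which indicates perturbed polyadenylation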
Dyrk1A ADPGlo: Dyrk1A (rat) kinase inhibition; inhibition, % at 12.5 µM; ADP-Glo luminescence, NFATc1 peptide; Q63470; hit rate 0.43% among 310,000; in the data active means inhibition above about 50%;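 further: plate controls were vehicle with enzyme for no effect and no enzyme for full effect; many of its hits are not listed in these tables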
KCNQ1 inh: inhibitors of human KCNQ1 potassium channel; P51787; CHO-K1 KCNQ1, FluxOR thallium flux fluorescence; active compounds read high; B-score at 10 µM; hit rate 1.3% among 310,000; AID 2642;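 active means compounds whose thallium flux B-score, printed positive for inhibition, exceeds three library SD while starting fluorescence stays within three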;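 further: channel opened by potassium depolarization with thallium stimulus after 20 min compound exposure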
hERG rescue: compounds protecting human hERG from proarrhythmic drug block; activation (rescue from dofetilide block), less the hit threshold, % at 10 µM; CHO-hERG, FluxOR thallium flux, dofetilide IC70 present; hit rate 0.51% among 310,000;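 active means activation above the mean of controls blocked by dofetilide plus 5 SD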;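 further: thallium influx through hERG after potassium depolarization seen as dye fluorescence rise; in these data hits start at about 4.7%; inactives centre near -7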
GSK3A inh: human GSK-3 alpha kinase inhibition; P49840; ADP-Glo luminescence, 60 min; inhibition, % at 10 µM; hit rate 0.1% among 320,000; AID 2650;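 in the data active means inhibition above about 50%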;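 further: GST-tagged GSK-3 alpha with peptide substrate and 25 µM ATP; 0% = DMSO neutral wells and 100% = GW8510 positive control wells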
KCNK3 block: human KCNK3 channel inhibition, primary screen. O14649. CHO-KCNK3 thallium flux, FluxOR fluorescence; active compounds read low. B-score at 10 µM. hit rate 0.84% among 340,000. AID 602410;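 active means B-score under library mean minus 4 SD, starting fluorescence ratio at most library mean plus 5 SD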;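 further: more negative B-score means stronger inhibition of thallium flux through KCNK3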
Target sequence (O14649 whole entry, looked up): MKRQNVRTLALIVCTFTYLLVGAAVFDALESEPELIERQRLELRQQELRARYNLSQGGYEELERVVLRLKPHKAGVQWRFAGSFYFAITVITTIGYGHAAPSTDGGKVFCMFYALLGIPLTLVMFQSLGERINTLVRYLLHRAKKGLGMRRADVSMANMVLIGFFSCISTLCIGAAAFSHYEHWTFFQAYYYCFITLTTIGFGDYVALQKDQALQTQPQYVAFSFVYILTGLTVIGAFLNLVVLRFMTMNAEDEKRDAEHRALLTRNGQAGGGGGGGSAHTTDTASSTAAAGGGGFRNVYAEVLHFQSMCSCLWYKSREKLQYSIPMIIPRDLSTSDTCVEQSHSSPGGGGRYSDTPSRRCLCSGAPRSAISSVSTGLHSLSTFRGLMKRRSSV
KCNQ1 pot: potentiators or activators of human KCNQ1 potassium channel. P51787. CHO-K1 KCNQ1, thallium flux FluxOR fluorescence; active compounds read high. B-score at 10 µM. hit rate 0.35% among 310,000. AID 2648;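 active means fluorescence ratio B-score, a plate-corrected score, at least three library SD, with initial intensity B-score within 5 SD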
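System: CHO-K1 cells stably expressing KCNQ1 / Medium: assay buffer for compound exposure, DMSO matched across wells / Reagent: thallium- and potassium-containing depolarizing buffer / Compound: one concentration, matched DMSO / Incubation: 20 min compound pretreatment at room temperature / Measured by: kinetic FluxOR fluorescence, 10 s baseline plus 110 s post-stimulus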
GSK3B inh: inhibitors of human GSK3beta kinase; activity score (negative = inhibition), % at 10 µM; P49841; GST-GSK3beta kinase, ADP-Glo luminescence, 60 min; active compounds read low; hit rate 0.038% among 300,000;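 active means more than half of replicate wells score below -50%, meaning over 50% inhibition versus plate controls; inconclusive means some replicates but at most half score below -50%; inactive means no replicate scores below -50%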;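 further: 0% = median DMSO wells and -100% = median GW8510 positive control wells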
Target sequence (P49841 whole entry, looked up): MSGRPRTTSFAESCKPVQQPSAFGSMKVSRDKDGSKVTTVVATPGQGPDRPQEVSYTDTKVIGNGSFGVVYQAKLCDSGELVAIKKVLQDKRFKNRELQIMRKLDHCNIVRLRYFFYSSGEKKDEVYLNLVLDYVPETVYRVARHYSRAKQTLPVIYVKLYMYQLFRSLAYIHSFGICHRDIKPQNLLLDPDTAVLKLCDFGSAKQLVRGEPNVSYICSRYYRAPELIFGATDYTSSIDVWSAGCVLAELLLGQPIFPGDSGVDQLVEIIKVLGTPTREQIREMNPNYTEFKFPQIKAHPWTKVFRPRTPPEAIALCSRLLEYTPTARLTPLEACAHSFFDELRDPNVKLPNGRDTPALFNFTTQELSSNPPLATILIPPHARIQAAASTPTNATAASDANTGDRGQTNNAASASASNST
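Test system – GST-tagged human GSK3beta kinase, cell-free · Incubation – 60 min enzyme reaction, room temperature · Signal – ADP-Glo luminescence · Also added – peptide substrate and ATP at 25 µM · Controls – DMSO neutral wells and GW8510 at 20 µM as positive · Buffer or medium – Tris/MgCl2 kinase buffer · Measure – Luminescence-derived activity versus plate DMSO and GW8510 wells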
The depositor's hits bear a star; i = inactive; ? = inconclusive; . = no result given. The list is partial; count on the stated rates, not on these rows.

SMILES	RGS4 act	HDAC3 inhib	KCNK9 inh	PolyA inh	Dyrk1A ADPGlo	KCNQ1 inh	hERG rescue	GSK3A inh	KCNK3 block	KCNQ1 pot	GSK3B inh
CC(C)(C)c1cc(NC(=O)CCl)n(-c2ccccc2)n1	i	.	i	i	6	i	-8	8	i	i	2
Cc1ccc(C(=O)N(CN2CCCC2=O)c2ccc(F)cc2)cc1C	i	6	i	i	5	i	-8	0	i	i	3
CC(=O)c1ccc(N(C(=O)Cn2nnc3ccccc32)C(C(=O)NCc2ccccc2)c2ccccn2)cc1 (stereo unspecified)	i	?	i	i	2	i	-8	1	i	i	2
O=C(NCc1cccnc1)c1cc(-c2ccco2)on1	i	6	i	i	-1	i	-10	0	i	i	-2
COc1ccc(OCCC(=O)NCCN2CCOCC2)cc1	i	-3	i	i	-1	i	-5	-7	i	i	-1
C(=N\Nc1nc(N2CCCCCC2)nc(N2CCCCCC2)n1)/c1ccccc1	i	-2	i	i	5	i	-2	-2	i	i	4
CC1=C(C(=O)Nc2cc(C(=O)NCCC(C)C)ccc2C)SCCO1	i	1	i	i	10	i	-1	-2	i	i	-2
CCN(CC(=O)Nc1c(F)cccc1F)C(=O)C1CCN(C(=O)c2ccc(Cl)cc2)CC1	i	.	i	i	6	i	-6	.	i	i	8
COc1ccccc1-c1noc(CCC(=O)Nc2cccc(C(F)(F)F)c2)n1	i	16	i	i	8	i	-11	-1	i	i	3
Cc1ccc(C2=NOC(C)(c3nnc(-c4cccc(Cl)c4)o3)C2)cc1 (stereo unspecified)	i	-7	i	i	1	i	-1	4	i	i	-1
CCCc1cc(=O)[nH]c2nnc(SCC(=O)NC3CCCC3)n12	i	1	i	i	-2	i	-11	-4	i	i	-1
O=C(CSCc1ccccc1)Nc1ccc(Cl)cn1	i	0	i	i	3	i	-2	.	i	i	-3
COc1cc(C)c(Cl)cc1S(=O)(=O)NCc1ccccn1	i	2	i	i	0	i	-3	-2	i	i	.
COc1ccc(NC(=O)C2CCN(C(=O)[C@@H]3Cc4ccccc4CN3)CC2)cc1	i	-2	i	i	-1	i	-5	10	i	i	1
CC(C)(C)n1nnnc1C(c1ccccc1F)N(Cc1ccco1)CC1CCCO1 (stereo unspecified)	i	8	i	i	-4	i	-5	0	i	i	-2

Reformatted with bars between the fields: nine of the compounds above.
SMILES | RGS4 act | HDAC3 inhib | KCNK9 inh | PolyA inh | Dyrk1A ADPGlo | KCNQ1 inh | hERG rescue | GSK3A inh | KCNK3 block | KCNQ1 pot | GSK3B inh
CC1=C(C(=O)Nc2cc(C(=O)NCCC(C)C)ccc2C)SCCO1 | i | 1 | i | i | 10 | i | -1 | -2 | i | i | -2
CCN(CC(=O)Nc1c(F)cccc1F)C(=O)C1CCN(C(=O)c2ccc(Cl)cc2)CC1 | i | . | i | i | 6 | i | -6 | . | i | i | 8
COc1ccccc1-c1noc(CCC(=O)Nc2cccc(C(F)(F)F)c2)n1 | i | 16 | i | i | 8 | i | -11 | -1 | i | i | 3
Cc1ccc(C2=NOC(C)(c3nnc(-c4cccc(Cl)c4)o3)C2)cc1 (stereo unspecified) | i | -7 | i | i | 1 | i | -1 | 4 | i | i | -1
CCCc1cc(=O)[nH]c2nnc(SCC(=O)NC3CCCC3)n12 | i | 1 | i | i | -2 | i | -11 | -4 | i | i | -1
O=C(CSCc1ccccc1)Nc1ccc(Cl)cn1 | i | 0 | i | i | 3 | i | -2 | . | i | i | -3
COc1cc(C)c(Cl)cc1S(=O)(=O)NCc1ccccn1 | i | 2 | i | i | 0 | i | -3 | -2 | i | i | .
COc1ccc(NC(=O)C2CCN(C(=O)[C@@H]3Cc4ccccc4CN3)CC2)cc1 | i | -2 | i | i | -1 | i | -5 | 10 | i | i | 1
CC(C)(C)n1nnnc1C(c1ccccc1F)N(Cc1ccco1)CC1CCCO1 (stereo unspecified) | i | 8 | i | i | -4 | i | -5 | 0 | i | i | -2

Other records follow.
SMILES	RGS4 act	HDAC3 inhib	KCNK9 inh	PolyA inh	Dyrk1A ADPGlo	KCNQ1 inh	hERG rescue	GSK3A inh	KCNK3 block	KCNQ1 pot	GSK3B inh
O=C(c1ccc2c(=O)n(CCc3ccccc3)c(=O)[nH]c2c1)N1CCN(c2ccc(F)cc2)CC1	i	-2	i	i	-1	i	-3	-2	i	i	1
CCOc1cccc(OCCn2cnc3ccccc3c2=O)c1	i	0	i	i	-2	i	-2	-1	i	i	15
Brc1ccccc1OCCCn1cnc2ccccc21	i	2	i	i	9	i	-15	.	i	i	3
O=C1NCCNC(=O)c2ccccc2OCCOc2ccccc21	i	0	i	i	9	i	-15	1	i	i	-1
O=C(c1ccccc1)c1coc2ccc(O)c(Cl)c12	i	0	i	i	28	i	-36	12	i	i	-4
COc1ccc(CNC(=O)Nc2ccccc2)cc1	i	.	i	i	12	i	-6	-5	i	i	1
CC1=C2C3OC(=O)C(C)[C@@H]3CC[C@](C)(O)C2C2C3C4C5(C12)[C@H]1OC(=O)[C@@H](C)C1CC[C@]4(C)O[C@]5(C)[C@@H]3O (stereo partly specified)	i	-8	i	i	4	i	-5	-1	i	i	0
COc1ccccc1CCNC(=O)C(C)n1nc(C)c2c(C)n(-c3ccccc3)nc2c1=O (stereo unspecified)	i	-4	i	i	2	i	-11	-1	i	i	1
CC(CC(=O)N1CCN(c2ccccc2F)CC1)c1ccccc1 (stereo unspecified)	i	12	i	i	-4	i	-4	-5	i	i	-1
CN(C)c1ccc(C=Nc2ccccc2)cc1	i	-3	i	i	-1	i	-10	-4	i	i	-3
CCN(CC)S(=O)(=O)c1ccc(F)c(C(=O)NCCCN2CCOCC2)c1	i	-7	i	i	1	i	-1	.	i	i	-1
Cc1ccc(C2SCC(=O)N2c2ccccc2)cc1 (stereo unspecified)	i	-10	i	i	-5	i	-7	-2	i	i	-1
CC(=O)Nc1ccc(S(=O)(=O)NCc2ccc(C(=O)NCCN3CCCCCC3)cc2)cc1	i	-3	i	i	-5	i	-3	-1	i	i	0
NC(=O)CSc1nnc(-c2ccccc2F)n1C1CC1	i	-9	i	i	-4	i	-9	-1	i	i	1
C=CCc1cccc2cc(NC(C)=O)c(=O)oc12	i	-13	i	i	-3	i	-7	3	i	i	0
CCCC/C(C)=N/NC(=O)Nc1ccccc1	i	5	i	i	2	i	-2	2	i	i	1
Cc1ccc(C(NC(=O)N2CCCCC2)=C(Cl)Cl)cc1F	i	-5	i	i	-3	i	-5	0	i	i	1
Cc1cc(OCC(=O)N(C(C)C)C(C)C)cc(C)c1Br	i	.	i	i	-4	i	-7	.	i	i	1
CCC12C(=O)C(CC)(C(c3ccccc3)=C1c1ccccc1)[C@@H]1C(=O)N(c3ccccc3)C(=O)C12 (stereo partly specified)	i	7	i	i	0	i	-5	2	i	i	-1
COc1ccccc1/C=C/C=C1\Oc2c(ccc(O)c2CN2CCN(CCO)CC2)C1=O	i	5	-6.8*	i	5	6*	-21	18	i	i	-2
O=C(C[n+]1ccccc1)Nc1ccccc1C(=O)O	i	-3	i	i	0	i	-5	-3	i	i	1
Nc1c(C(=O)Nc2ccc3c(c2)OCCO3)nnn1Cc1ccccc1Cl	i	2	i	.	13	i	-11	1	i	i	2
COc1ccc(C(=O)N2CCc3cc(OC)c(OC)cc3C2c2cccc([N+](=O)[O-])c2)cc1 (stereo unspecified)	i	.	-15*	i	.	7*	-11	.	.	i	-2
O=C(CNc1cccc2ccccc12)N/N=C/c1ccccn1	i	0	i	i	.	i	-10	0	i	i	-3
C=CCSC1=N/C(=C/c2ccsc2)C(=O)N1c1ccccc1	i	6	i	i	.	i	-4	0	i	i	-2
CC(=O)c1ccc(N2Cc3ccccc3C2)cc1	i	4	i	i	-1	i	-7	-1	i	i	.
CC12CCC(C(=O)N3CCN(c4ncccn4)CC3)(c3nc4ccccc4nc31)C2(C)C (stereo unspecified)	i	3	i	i	8	i	-8	0	i	i	2
COc1cc2c(cc1OC)CN(Cc1ccc(C)cc1)CC2	i	-1	i	i	-3	i	1	-1	i	i	2
CSc1ccc(CN2CCN(Cc3ccc([N+](=O)[O-])cc3)CC2)cc1	i	-2	i	i	.	i	-17	-4	i	i	2
COc1ccc(NC(=O)CO/N=C2\CCCc3nonc32)cc1	i	0	i	i	0	i	-7	-8	i	i	1
O=S1(=O)CCN2C(=N1)SC1=C2CCN(Cc2ccccc2)C1	i	0	i	i	-5	i	-11	2	i	i	1
COc1cc(CCNC(=O)c2cnn3ccccc23)cc(OC)c1OC	i	-11	i	i	12	i	-5	-1	i	i	-1
O=C(COc1ccc(S(=O)(=O)N2CCOCC2)cc1Cl)N1CCOCC1	i	3	i	i	1	i	-2	-6	i	i	1
c1ccc(CNc2ncnc3scc(-c4cccs4)c23)nc1	i	4	i	i	25	i	-33	57*	-11*	i	-37
CC(=O)Nc1ccc(C(=O)N/N=C/c2cc(Br)cc(Br)c2O)cc1	i	6	i	i	1	i	-10	0	i	i	2
COc1ccc(NC(=O)C2CCCN(S(=O)(=O)c3cccc4cccnc34)C2)cc1OC (stereo unspecified)	i	7	i	i	1	i	-20	.	i	i	-4
N#CCCN(C1CCCCC1)S(=O)(=O)CCOc1ccccc1	i	-7	i	i	2	i	-8	1	i	i	-1
C(=C\c1ccccn1)/c1ccccn1	i	-1	i	i	-6	i	-3	3	i	i	1
CCCOc1ccc(/C=C2/C(=O)ON=C2C)cc1Cl	i	1	i	i	-2	i	-5	-3	i	i	-3
CCOCCCNC(=O)CCCC1=NS(=O)(=O)c2ccccc2N1	i	.	i	i	-7	i	-14	.	i	i	1
COc1ccc(N(C(=O)COc2ccccc2)C2C=CS(=O)(=O)C2)c(OC)c1 (stereo unspecified)	i	2	i	i	2	i	-5	-1	i	i	0
Cn1c(SCc2cc([N+](=O)[O-])cc3c2OCOC3)nnc1-c1ccccn1	i	-2	i	i	-71	i	-8	-1	i	i	-5
O=C(O)[C@H]1CCCC[C@H]1C(=O)NCCc1ccccc1	i	-1	i	i	-1	i	-1	0	i	i	1
